Myeloid diff 2 – compounds promoting myeloid differentiation. ER-HoxA9 myeloid progenitors, lysozyme-GFP differentiation, flow cytometry. 1% of 360,000 active. calls only at 10 µM;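 active means normalized GFP-positive differentiation at or above the plate's own cutoff, the solvent-only control mean plus 3 SD; inconclusive means no clear call, values can overlap the other calls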;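 further: cells exposed to compound for four days before flow analysis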
West Nile virus CPE – inhibition of WNV-induced cytopathic effect – cell-based, CPE readout (AID 1621); 0.02% of 290,000 active; West Nile virus-infected cells, CPE inhibition; higher % means a stronger effect; CPE inhibition, % at 10 µM; hits with a dose series show IC50 in µM; in the data active means a potency from the dose series; inconclusive means CPE inhibition mostly from about 3.7% at the one dose, without a potency; inactive means the rest, 99 in 100 with CPE inhibition below about 2.2%; further: strong numbers were not always called active
WT yeast gro inh – growth inhibition of WT yeast, mitochondrial fusion screen; 2.1% of 190,000 active; mitochondrial fusion phenotypic screen, WT strain; inhibition, % at 10 µM; in the data active means inhibition above about 58%; tested in S. cerevisiae
RSV CPE inhibition – RSV antiviral activity via CPE protection, HEp-2 cells, primary 10 µM value included (AID 2391); HEp-2 cells, RSV-induced CPE inhibition; higher % means a stronger effect; 0.13% of 310,000 active; CPE inhibition, % at 10 µM; hits with a dose series show IC50 in µM; in the data active means a potency from the dose series; inconclusive means CPE inhibition mostly from about 23% at the one dose, without a potency; inactive means the rest, 99 in 100 with CPE inhibition below about 21%; further: strong numbers were not always called active
T cell HTS – T cell immune modulation candidate; 2C CD8+ T cell-vesicle binding, flow cytometry; active compounds read low; calls only at 7 µM; 0.068% of 330,000 active; AID 2052;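 active means response, share of CD8 T cells binding vesicles, and their 90th percentile fluorescence all below set limits, cut at about 80% in these data, passing the limit was not always enough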
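Benchmarks: naked versus QL9-loaded vesicles / Assay system: purified 2C TCR transgenic mouse naive CD8+ T cells / Technique: high-throughput flow cytometry with anti-B7-1 and anti-CD8 staining / Timing: Cell–vesicle co-incubation 1.5 h at 37 °C, staining 20 min on ice / Read-out: percent CD8+ FL2 mean versus row control / Probe or stimulus: QL9-loaded Drosophila micro-vesicles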
MgcRacGAP inhibition – MgcRacGAP GTPase-activating activity inhibitors, confirmation, biochemical, ADP Hunter fluorescence; MgcRacGAP-stimulated Rac1 GTP hydrolysis, ADP Hunter fluorescence; higher % means a stronger effect; GST-tagged Rac1 F28L mutant substrate; AID 624330; one-dose inhibition, % at 30 µM; IC50 in µM for titrated hits; 0.6% of 340,000 active;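 active means first-screen hits whose inhibition reached a set limit at any dose in the follow-up dose series; inconclusive means inhibition above the set first-screen limit but never retested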;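 further: fluorescence reports GDP produced by GAP-driven GTP hydrolysis; strong numbers were not always called active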
bCat nuc transl – beta-catenin nuclear translocation modulation | 0.3% of 190,000 active | nuclear translocation activity, % at 5 µM | HeLa beta-catenin nuclear translocation, immunofluorescence imaging;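 active means nuclear translocation activity above 50% at 5 µM, with a well cell count of 50 or more; inconclusive means wells under 50 cells across six images, flagged as toxic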;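 further: per-cell ratio of nuclear to cytoplasmic median beta-catenin stain intensity; plate controls were DMSO negative control for no effect and GSK-3 inhibitor IX positive control for full effect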
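Read-out: Nuclear/cytoplasmic beta-catenin signal ratio, % activation | Assay system: Human HeLa cell line | Times: 24 h compound exposure at 37°C, 5% CO2 | Signal: Fluorescence imaging of beta-catenin antibody stain plus DAPI | Dosing: 5 µM primary, 0.02–20 µM confirmation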
Large T inhibition – SV40 large T antigen inhibitors, biochemical (AID 1903); SV40 large T antigen ATPase/helicase inhibition assay; higher % means a stronger effect; inhibition, % at 20 µM, or IC50 in µM where a hit was titrated; 0.39% of 310,000 active; in the data active means a potency from the dose series; inconclusive means inhibition mostly from about 32% at the one dose, without a potency; inactive means the rest, 99 in 100 with inhibition below about 32%; further: strong numbers were not always called active
Salmonella PhoP GFP – inhibitors of PhoP regulon expression, primary screen, Salmonella Typhimurium, GFP reporter (AID 1863). S. Typhimurium PhoP-regulated promoter GFP reporter, 4 h; higher % means a stronger effect. inhibition, % at 50 µM; hits with a dose series show IC50 in µM. 0.16% of 300,000 active;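 active means inhibition over 29.93%, a cutoff 3 SD above the screen mean, later confirmed by dose response; inconclusive means inhibition over 29.93% but no dose response follow-up; inactive means inhibition at most 29.93% or unconfirmed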;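 further: 0% = low Mg2+ inducing control and 100% = high Mg2+ repressing control; strong numbers were not always called active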
WT yeast gro inh mutant strain – second read-out of WT yeast gro inh, no call of its own (marks repeat the call); inhibition, %; mitochondrial fusion phenotypic screen, mutant strain inhibition
bCat nuc transl cell count 5 µM – further read-out of bCat nuc transl, marked with its call; cell count; measured here: cell count, cytotoxicity flag
T cell HTS vesicle-bound % – also measured in T cell HTS; calls as there; double positive events, %; measured here: CD8+ vesicle-bound cell fraction;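 binding gate set so that unloaded-vesicle control wells show 10% double positive cells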
Myeloid diff 2 GFP+ MAC1+ % – also measured in Myeloid diff 2; calls as there; GFP+ MAC1+ double positive, %; measured here: differentiation confirmed by MAC1 staining
The depositor's hits bear a star; i = inactive; ? = inconclusive; nt = no result given; + = active, no number.

mol	Myeloid diff 2	Myeloid diff 2 GFP+ MAC1+ %	West Nile virus CPE	WT yeast gro inh	WT yeast gro inh mutant strain	RSV CPE inhibition	T cell HTS	T cell HTS vesicle-bound %	MgcRacGAP inhibition	bCat nuc transl	bCat nuc transl cell count 5 µM	Large T inhibition	Salmonella PhoP GFP
CCC(=O)NCCn1c(C)cc2ccccc21	i	1.2	0.0%	10.4	4.7	1.1%	i	13.8	-1.5%	-1.0	1080	11.9%	-7.9%
CCOC(=O)C1CCN(Cc2ccc(F)c(Br)c2)CC1	i	0.6	-0.1%	3.0	8.3	1.4%	i	12.4	?	-0.8	1156	1.4%	7.8%
CCCCNC(=O)CCNS(=O)(=O)c1ccc(C)cc1	i	1.1	0.1%	-2.6	9.0	0.1%	i	23.4	-1.6%	7.2	1028	2.8%	-48.3%
Cc1ccc(Cl)cc1N1CCN(C(=O)c2ccc(NC3=NC4CS(=O)(=O)CC4S3)cc2)CC1 (stereo unspecified)	i	0.0	0.0%	nt	nt	-0.6%	i	36.7	8.2%	nt	nt	nt	-2.3%
COc1ccc(OCC(=O)NC(=S)Nc2ccccc2F)cc1	i	1.5	0.0%	12.8	-0.8	0.4%	i	49.5	9.9%	-4.6	597	-0.5%	4.0%
COc1cnc(SCc2ccc(Cl)cc2Cl)nc1Cl	i	5.8	?	47.0	-2.9	-0.6%	i	23.2	10.3%	0.3	781	3.1%	-4.1%
CCCCC(=O)Nc1ccccc1Oc1ccccc1	i	0.3	-0.8%	14.4	10.2	0.6%	i	33.1	2.4%	-0.7	983	15.0%	-4.0%
COc1ccc(-n2c(SCC(=O)NCC3CCCO3)nc3ccccc32)cc1 (stereo unspecified)	i	0.7	-0.2%	10.0	-13.0	3.1%	i	32.1	11.7%	nt	nt	-1.8%	6.3%
CC(C)NC(=O)c1cccc(Br)c1	i	5.7	0.5%	nt	nt	0.8%	i	21.5	8.5%	-1.7	1194	3.5%	1.7%
O=C1CC(c2cccc(Cl)c2)Cc2nc(N3CCN(c4ccccc4)CC3)ncc21 (stereo unspecified)	i	1.6	0.3%	11.0	12.8	1.8%	i	15.2	9.8%	-0.2	1074	22.7%	-3.4%
O=C(Nc1ccc2c(c1)OCCO2)C1CC(O)CN1C(=O)Nc1ccccc1 (stereo unspecified)	i	0.3	-0.9%	nt	nt	0.8%	i	9.5	5.4%	nt	nt	1.9%	-1.5%
CCOCCCNC(=O)C(c1ccc(Cl)cc1)N(Cc1cccs1)C(=O)CNC(C)=O (stereo unspecified)	i	1.5	-0.8%	2.1	-2.4	0.2%	i	51.3	7.2%	-0.6	992	1.5%	5.3%
COc1cccc(C=Nc2cccnc2)c1O	nt	nt	-0.1%	11.1	-3.1	1.1%	i	22.2	nt	-0.7	971	12.8%	-0.8%
Cc1cccc(N2C(=O)C(O)=C(C(=O)c3cccs3)C2c2ccccc2)n1 (stereo unspecified)	i	0.7	0.0%	nt	nt	1.2%	i	24.1	-0.8%	-1.0	1337	10.8%	-6.4%
COc1ccccc1-n1nnnc1SCc1ccccc1	i	0.7	-0.5%	9.6	8.5	0.8%	i	42.8	10.9%	-0.6	1075	4.2%	-9.1%
O=C(CCCOc1ccc(Cl)cc1Cl)N/N=C/c1ccc(Cl)cc1	i	0.5	-0.2%	20.2	-0.8	5.0%	i	19.1	10.9%	0.5	1064	19.2%	0.6%
COc1ccc(-c2cc(C(F)F)n3ncc(C(=O)Nc4c(C)n(C)n(-c5ccccc5)c4=O)c3n2)cc1	i	0.4	0.2%	1.6	-3.5	0.5%	i	43.6	5.7%	0.2	1008	5.9%	1.3%
COc1ccc(-n2nc([N+](=O)[O-])c(=NC3CCN(Cc4ccccc4)CC3)n2O)cc1	?	nt	-1.3%	-10.3	-50.9	-0.8%	i	61.3	10.2%	0.0	1146	8.3%	9.3%
COc1ccc(N2C(=NC(=O)CC3CCCCC3)SC3CS(=O)(=O)CC32)cc1 (stereo unspecified)	?	nt	-0.2%	nt	nt	-1.0%	i	20.0	-13.0%	nt	nt	1.7%	18.0%
COC(=O)c1cc(S(=O)(=O)NCC2CCN(Cc3ccc(F)cc3)CC2)cn1C	i	1.9	-0.3%	nt	nt	-1.6%	i	36.6	13.4%	nt	nt	12.6%	-13.2%
CC(C)(Cc1cccc(CC(C)(C)C(=O)O)c1)C(=O)O	i	0.4	0.1%	nt	nt	-0.9%	i	45.7	-6.7%	nt	nt	4.0%	-2.5%
Cc1cc(C)n(-c2ccc(C(=O)O)cc2)n1	i	0.4	0.0%	-6.2	7.5	1.7%	i	48.6	-5.3%	-1.0	1055	1.7%	-8.7%
CC(C/C=N/NC(=O)COc1cc(Cl)ccc1Cl)c1ccccc1 (stereo unspecified)	i	1.4	-0.2%	2.6	-6.7	-0.1%	i	41.2	-2.3%	0.7	1223	5.0%	-5.0%
Cc1ccc(S(=O)(=O)NCCN=C(CN2CCCC2)NS(=O)(=O)c2ccc(C)cc2)cc1	i	2.3	-1.7%	nt	nt	1.3%	i	50.8	5.3%	-0.6	1379	-1.7%	-3.0%
O=C(NC(=S)Nc1nc(-c2ccc(Br)cc2)cs1)c1ccco1	i	0.3	-0.2%	-3.5	12.0	5.8%	i	55.1	4.2%	1.4	1052	5.4%	-3.0%
CCOc1ccccc1OCCOc1ccccc1OC(C)C	i	1.1	0.2%	-13.5	-45.7	2.8%	i	44.9	5.0%	nt	nt	-4.9%	-6.9%
NC(=O)CSc1nnc(-c2cccnc2)n1Cc1ccccc1	i	4.0	-0.2%	-6.9	-10.6	0.8%	i	32.5	10.2%	0.8	1107	1.3%	1.9%
CC(C)CN1C=C2C(=O)C(C)(OC(=O)C3CCCC3)C(=O)C=C2C=C1c1ccsc1 (stereo unspecified)	i	1.2	-0.4%	nt	nt	1.7%	i	23.1	4.7%	0.2	1147	11.5%	-3.5%
COc1ccc(/C=C(\C#N)C(=O)NC(C)c2ccccc2)cc1O (stereo unspecified)	i	0.8	-0.1%	nt	nt	-0.5%	i	22.6	1.4%	nt	nt	4.3%	1.0%
Cc1ccnc(SC2CC(=O)N(c3ccc(Cl)cc3)C2=O)n1 (stereo unspecified)	i	0.2	0.0%	nt	nt	2.1%	i	35.6	6.8%	nt	nt	8.3%	8.1%
CC(=O)c1ccccc1OCc1ccc(S(=O)(=O)Cc2ccccc2)cc1	i	0.7	-1.5%	nt	nt	6.4%	i	58.2	10.8%	nt	nt	7.8%	0.0%
NC(=O)Cn1cc(C(=O)c2cccs2)c2ccccc21	i	1.2	0.1%	0.7	-2.4	1.6%	i	30.2	9.9%	0.6	1190	0.8%	-2.7%
Cc1ccc(NC(=O)C2CCCN(S(=O)(=O)c3cnc[nH]3)C2)c(Br)c1 (stereo unspecified)	i	2.5	-0.3%	14.8	3.2	2.6%	i	38.8	5.5%	-4.3	1157	-3.2%	-2.8%
CCOC(=O)CCc1c(C)nc(-n2[nH]c(C)c(CCO)c2=O)[nH]c1=O	i	0.1	-0.2%	6.6	-10.5	0.8%	i	53.6	4.0%	-0.5	1083	-5.2%	0.9%
CC1CCN(C(=O)C2Cc3ccccc3CN2S(=O)(=O)c2ccc(F)cc2)CC1 (stereo unspecified)	i	0.3	0.6%	-2.0	4.8	0.2%	i	38.4	7.2%	-3.1	821	26.4%	-2.3%
c1ccc(-c2cnc(-c3ccccn3)nn2)cc1	i	0.4	-0.4%	nt	nt	4.2%	i	20.6	1.9%	nt	nt	19.3%	-6.0%
COc1ccc(C(=O)CN2C(=O)C(C)(C)Oc3ccc(C(=O)N4CCCCCC4)cc32)cc1	i	1.3	-0.6%	-6.7	-8.5	0.0%	i	42.1	0.0%	-0.4	1149	9.3%	-1.0%
Cc1n[nH]c(=S)n1/N=C/c1ccccc1OCc1ccc(Cl)cc1Cl	i	0.2	-0.7%	-18.5	-17.7	2.1%	i	60.0	3.1%	-1.2	960	2.1%	-6.4%
Cc1ccc(OCC(=O)N(Cc2cccc(F)c2)C2CCS(=O)(=O)C2)cc1 (stereo unspecified)	i	2.7	-0.1%	nt	nt	0.4%	i	47.3	8.8%	nt	nt	-0.8%	11.6%
O=S(=O)(CCN1CCOCC1)c1ccccc1	i	0.7	0.6%	nt	nt	1.4%	i	56.0	5.0%	nt	nt	4.8%	1.9%
CCc1ccc2[nH]c(=O)c(CN(CCCN3CCOCC3)C(=O)Nc3ccc(F)cc3)cc2c1	?	nt	-0.1%	-10.6	-9.2	-2.8%	i	24.6	11.1%	-6.5	1157	14.2%	-5.3%
N#CCCN/N=C(/Cc1nc2ccccc2[nH]1)c1cccc(Cl)c1	+	0.6*	-0.2%	2.1	2.4	0.5%	i	21.0	17.4%	0.0	1054	7.8%	-2.0%
O=[N+]([O-])c1ccc2[nH]cc(S(=O)(=O)N3CCN(c4cccc(Cl)c4)CC3)c2c1	i	1.5	1.6%	nt	nt	5.6%	i	15.4	11.9%	nt	nt	7.0%	5.6%
CCOC(=O)c1ccc2c(c1)n(CCO)c(C)[n+]2CC	i	0.8	0.4%	-0.9	-27.9	1.4%	i	58.8	3.1%	-2.2	1212	26.1%	-5.0%
CCN(Cc1cnn(C)c1)C(=O)c1cc(COc2cc(C)c(Cl)c(C)c2)on1	i	2.6	-0.6%	nt	nt	10.3%	i	26.0	8.8%	nt	nt	8.4%	3.9%
COc1cccc(CN(C)C(=O)CN2C(=O)NC(c3ccccc3)(c3ccccc3)C2=O)c1	i	0.0	nt	nt	nt	1.8%	i	33.0	4.0%	nt	nt	nt	nt

Compound activity from PubChem.
